Compound activity: PubChem, National Center for Advancing Translational Sciences (NCATS)
HepG2 tox = counter-screen for TGF-b inhibitors: cytotoxicity in HepG2 cells; HepG2 CAGA-GFP viability, ATP luminescence, 18 h; Potency, µM (series often up to 46.1 µM), inactives show at the top dose activity change, negative = cytotoxicity, hits mostly cytotoxic; actives 0.76% (n = 410,000); also: potency is read from the fitted curve at half-maximal effect; some results filed as inactive show a strong effect at the top dose
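HepG2 CAGA-GFP cells (1000/well, DMEM with 1% FBS) received compound, then TGF-beta at 500 pg/mL final, and were incubated 18 hours at 37 degrees C. Viability was read by CellTiter-Glo luminescence. Media-only wells were set as complete cell-killing and DMSO as no toxicity.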
ATXN viability = viability counter-screen for ATXN expression inhibitors | S2 cells (HEK-293 line with an ATXN2-luciferase reporter) viability, CellTiter-Fluor protease fluorescence, 24 h | Potency, µM (top dose mostly 56.7 µM), hits mostly cytotoxic | actives 0.49% (n = 400,000); also: potency is read from the fitted curve at half-maximal effect; nearly all actives have a fitted effect of over 40% in size
A549 viability = A549 cytotoxicity, counter-screen for Nrf2 inhibitors; A549 ARE-Fluc cells, CellTiter-Fluor viability, 18-24 h; Potency, µM (titrated, usually from 46 µM), for the others: top-dose activity change, negative = cytotoxicity, actives largely listed as inhibitors; actives 0.16% (n = 390,000); AID 504648; also: potency is read from the fitted curve at half-maximal effect; % is scaled to controls: 0 for no effect and ±100 for the full control effect
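Cytotoxicity counterscreen: CellTiter-Fluor fluorescence was measured in A549 ARE_Fluc cells after 18-24 h of compound exposure in a concentration series. The subsequent BugLite luminescent read reports ARE-luciferase activity.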
Akt phos inh = inhibitors of Akt phosphorylation; Neuro2A IGF-stimulated pAkt S473 HTRF, 20 min; hits give low values; activity change, % for hits at 50 µM; actives 0.32% (n = 360,000); AID 651550; in the data active = activity change below about -80%; inconclusive = mostly about -51% to -80%; also: % is scaled to controls: 0 for no effect and ±100 for the full control effect
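Neuro2A cells in DMEM with 0.5% FBS, overnight at 37 deg C, given compound at single 50 µM final, then IGF (6 nM final) for 20 min at 37 deg C. Lysed; phospho-Akt Ser473 by HTRF after 24 h, 665/615 ratio.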
Nrf2 block = inhibitors of Nrf2 signaling. A549 ARE-Fluc reporter, luciferase luminescence, 18-24 h. Potency, µM (doses to about 46 µM), for the others: at the top dose activity change, negative = inhibition, actives largely listed as inhibitors. actives 2.1% (n = 360,000). AID 504444; also: potency is read from the fitted curve at half-maximal effect; % is scaled to controls: 0 for no effect and ±100 for the full control effect; nearly all actives have a fitted effect of over 60% in size
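Quantitative HTS in A549 cells stably bearing an antioxidant response element-firefly luciferase construct. Inhibition of Nrf2-driven transcription was scored by luminescence after 18-24 h of compound exposure at 37 °C.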
Nrf2 ARE act = Nrf2 pathway activation; Potency, µM (doses to about 46.1 µM), without a hit: at the highest dose activation, actives largely listed as activators; actives 0.31% (n = 410,000); AREc32 ARE-luciferase reporter (MCF7-derived line), luminescence, 24 h; also: potency is read from the fitted curve at half-maximal effect; % of control where 0% means no effect; nearly all actives have a fitted effect of over 65% in size
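Luciferase luminescence (Steady-Glo, 30 min at room temperature) served as the read-out of ARE activation in AREc32 cells treated with compounds for 24 hr at 37 deg C.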
CCT modulator = changes cytosolic chaperonin activity; purified chaperonin ATPase assay, HTRF ADP detection, 30 min; activity change, % (no concentration beside the values), hits read low; actives 0.3% (n = 360,000); AID 651819; in the data active = activity change below about -30%; also: % is scaled to controls: 0 for no effect and ±100 for the full control effect
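TRiC at 40 or 20 nM final (batch-dependent) in 30 mM Tris pH 7.4, 100 mM KCl, 5 mM MgCl2, 1 mM DTT, with compound at single 76 uM and 10 uM ATP, 30 min at 37 deg C. ADP detected by HTRF Transcreener, 665/615 ratio.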
TGFb SMAD3 inh = inhibitors of TGF-b signaling | actives 1.2% (n = 410,000) | AID 588855 | Potency, µM (highest dose often 46.1 µM), for inactives: at the top dose activity, negative = inhibition, most hits filed as inhibitors | HepG2 CAGA-GFP TGF-b/SMAD3 reporter, GFP fluorescence, 18 h; TGF-beta stimulated, 500 pg/mL final; also: potency is read from the fitted curve at half-maximal effect; % is scaled to controls: 0 for no effect and ±100 for the full control effect; nearly all actives have a fitted effect of over 65% in size
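HEPG2 CAGA-GFP cells (1000/well, DMEM with 1% FBS) were pre-incubated 2 h at 37 degrees C, given compound by pin tool, then stimulated with TGF-beta at 500 pg/mL final for 18 h before per-cell GFP fluorescence imaging.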
Mm-Cpn inhibitor = inhibitors of Methanococcus maripaludis chaperonin (MmCpn); purified Mm-Cpn ATPase, ADP Transcreener TR-FRET; Potency, µM (highest dose often 76.9 µM), for inactives: at the top dose activity, negative = inhibition, usual class: inhibitors; actives 0.031% (n = 330,000); AID 504842; also: potency is read from the fitted curve at half-maximal effect; % is scaled to controls: 0 for no effect and ±100 for the full control effect; nearly all actives have a fitted effect of over 80% in size
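ATPase turnover read by TR-FRET ADP competition (Eu cryptate antibody/ADP-d2, 665/590 nm): 10uM ATP final, 25nM Mm-CPN final, 30 min 37degC after 10-min compound preincubation, pH 7.4 Tris/KCl/MgCl2/DTT buffer.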
* = called active by the depositor; i = inactive; ? = inconclusive; . = not tested or not shown; [ ] = another dose, or the depositor's remark. Unless noted, calls follow the shape of the dose curve; as a rule, active = well fitted curve in the direction sought with a large enough effect; inconclusive = small, poorly fitted or top-dose-only effect, or another doubt; inactive = no such curve, though single readings can be large; an effect the other way counts as inactive or inconclusive.

molecule,HepG2 tox,ATXN viability,A549 viability,Akt phos inh,Nrf2 block,Nrf2 ARE act,CCT modulator,TGFb SMAD3 inh,Mm-Cpn inhibitor
Cc1ccc(S(=O)(=O)N2CCOCC2)cc1C(=O)OCC(=O)c1ccc(Br)cc1,-32%,i,4%,i,?,4.7%,0.9,-26%,-23%
CCN(CC(=O)NC(=O)NC1CCCCC1)Cc1nc2ccccc2c(=O)[nH]1,-7%,i,-11%,i,?,3.0%,0.0,-13%,0%
COCCCn1c(SCc2nc3ccccc3c(=O)[nH]2)nc2ccccc2c1=O,3%,i,-10%,i,6%,0.5%,-2.7,-4%,-1%
O=C(CNC(=O)c1cccs1)NCCN1CCN(Cc2ccccc2)CC1,-26%,i,-1%,i,-7%,-0.1%,-5.3,-4%,-1%
NC(=O)NC(=O)COC(=O)c1ccc(OC(F)(F)F)cc1,4%,i,4%,i,-11%,-0.2%,-2.5,-8%,0%
CCOC(=O)c1c(S(=O)(=O)N2CCCC(C(=O)Nc3cccc(CC)c3)C2)c(C)n(CC)c1C (configuration not stated),-32%,?,5%,.,.,-0.2%,.,?,.
COc1cccc(/C=N/n2c(-c3ccco3)nc3ccccc3c2=O)c1OC,-5%,i,0%,i,-5%,-0.2%,-2.5,1%,0%
O=C(c1cc(COc2cccc(C(F)(F)F)c2)on1)N1CCc2ccccc2C1,-5%,i,19%,i,3%,-2.0%,0.3,?,.
CCc1ccc(NC(=O)c2sc(-n3nc(C)c(Cc4ccc(OC)cc4)c3C)nc2C)cc1,2%,.,1%,.,11%,0.2%,.,-8%,.
COc1ccccc1N(Cc1cc(=O)[nH]c2ccccc12)C(=O)c1ccc([N+](=O)[O-])cc1,12%,i,1%,i,5%,0.7%,2.3,?,1%
CCOC(=O)N1CCN(C(=O)CN(Cc2ccc(Cl)cc2)S(=O)(=O)c2ccc(C)cc2)CC1,-6%,i,-29%,i,?,-0.1%,1.3,-2%,-2%
COc1ccc(CN(C)C(=O)CNC(=O)c2sc3ccccc3c2Cl)c(OC)c1OC,-1%,?,1%,i,?,0.2%,0.5,-12%,.
CN1/C(=C\C(=O)COC(=O)c2ccco2)C(C)(C)c2ccccc21,-24%,i,?,i,?,-0.6%,-0.7,-24%,-1%
COc1ccccc1C(=O)OCC(=O)N1CCC(Cc2ccccc2)CC1,-4%,i,2%,i,0%,0.4%,-1.5,9%,0%
Cn1c(N)c(C(=O)CCl)c(=O)n(C)c1=O,-15%,i,-12%,i,5%,1.1%,0.9,1%,2%
N#C/C(=C\c1cn(Cc2cccc(F)c2)c2ccccc12)C(=O)NCc1ccco1,-57%,i,12%,i,5%,-0.6%[9.22 µM],-0.5,-16%,-1%
CCN(CC)CCN1C(=O)C(=O)/C(=C(/O)c2ccc(Cl)cc2)C1c1ccncc1 (configuration not stated),3%,i,1%,i,2%,-0.5%,-0.4,1%,3%
COc1cc(C(=O)NCC(=O)N/N=C(/C)c2ccc3c(c2)CCCC3)cc(OC)c1OC,15%,i,-1%,i,-12%,0.3%,-1.0,34%[activator],1%
COc1ccc(NS(=O)(=O)c2ccc(C)c(C(=O)N(C)Cc3ccc(C)cc3)c2)cc1,-16%,i,-14%,i,?,0.1%,-2.0,-11%,-1%
Cc1cc(NC(=O)c2ccc(C#N)cc2)n(-c2ccccc2)n1,3%,i,-10%,i,3%,-1.0%,-1.7,12%,-2%

Further results.
molecule,HepG2 tox,ATXN viability,A549 viability,Akt phos inh,Nrf2 block,Nrf2 ARE act,CCT modulator,TGFb SMAD3 inh,Mm-Cpn inhibitor
CC1(Cc2c(Cl)cccc2Cl)C(=O)Nc2cc(-c3ccccc3Cl)ccc21 (configuration not stated),-53%,?,.,i,.,-0.6%[9.22 µM],-0.1,?,.
Nn1c(COc2ccc(Cl)cc2)n[nH]c1=S,2%,i,-1%,i,8%,-0.2%,1.1,0%,-2%
Cc1ccc(CN2CC(C(=O)NNC(=O)Cn3ccc(C(F)(F)F)n3)CC2=O)cc1 (configuration not stated),7%,i,9%,i,11%,0.3%,-2.3,-22%,2%
O=C(CN(c1cc(C(F)(F)F)ccc1Cl)S(=O)(=O)c1ccccc1)NCCc1ccccc1,-33%,i,-17%,.,?,1.2%,.,0%,.
N#CCCN(C(=O)CSc1nc2nc(-c3cccs3)cc(C(F)(F)F)c2c(=O)[nH]1)c1ccccc1,6%,i,2%,i,21µM*,-0.9%,-6.6,16%,0%
CCN(CC)C(=S)SCC(=O)Nc1cccc(C(F)(F)F)c1,4%,i,-5%,i,?,-0.4%,-2.3,-8%,.
CCOC(=O)c1nc(C)n(-c2ccc(Cl)cc2Cl)n1,-21%,i,0%,i,8%,0.2%,-1.2,-8%,4%
CCOC(=O)C(NC(=O)Nc1ncccn1)(Oc1ccccc1)C(F)(F)F (configuration not stated),15%,i,1%,i,17%,5.7%,-0.9,9%,2%
CC(C)N(C(=O)CSc1n[nH]c(=O)n1CCc1ccccc1)C(C)C,0%,i,0%,i,-9%,-0.7%,-0.4,2%,-1%
O=C(COc1ccc(F)cc1)Nc1nccs1,-20%,i,11%,i,?,-0.1%,-0.4,-3%,1%
COc1ccc(NC(=O)c2ccc([N+](=O)[O-])cc2[N+](=O)[O-])c(OC)c1,-26%,i,-3%,i,0%,0.2%,-1.1,-25%,-2%
CC(=O)N1CC(C)Sc2ccc(S(=O)(=O)NCCc3ccc(C)cc3)cc21 (configuration not stated),-6%,i,-11%,i,7.3µM*,-0.3%,-0.9,-26%,3%
O=C(Nc1ccccc1N1CCOCC1)c1ccc2c(c1)C(=O)N(Cc1ccncc1)C2=O,-16%,i,7%,i,11%,-0.4%,0.1,1%,1%
N/C(=N\OC(=O)Cc1cccc2ccccc12)c1ccccn1,3%,i,-6%,i,?,3.4%,2.3,-1%,-1%
COc1ccccc1NC(=O)Cn1c(=O)n(CCc2c[nH]c3ccccc23)c(=O)c2cccnc21,2%,i,-2%,i,-9%,0.4%,2.5,0%,2%
Cc1ccccc1C1=N/C(=C/c2cccnc2)C(=O)O1,3%,i,1%,i,-22%,0.2%,1.7,-2%,-2%
O=C(/C=C/c1ccco1)NC1CCCC1,-7%,?,-5%,i,12%,?,-2.7,1%,-2%
COc1ccccc1/C=N/NC(=O)c1ccccc1NS(=O)(=O)c1ccc(C)cc1,6%,?,-1%,i,6%,0.3%,-3.3,?,-1%
CCn1nc(C(=O)OCC(=O)N(CCC#N)c2ccccc2)c2ccccc2c1=O,8%,?,0%,i,7%,-0.5%,0.5,1%,1%
O=C(c1cn(-c2ccccc2)nc1-c1cccnc1)N1CCN(S(=O)(=O)c2cccc(F)c2)CC1,-11%,i,9%,i,-22%,-0.8%,3.8,-9%,-4%

The closing 6 records of the section above open the next one:
molecule,HepG2 tox,ATXN viability,A549 viability,Akt phos inh,Nrf2 block,Nrf2 ARE act,CCT modulator,TGFb SMAD3 inh,Mm-Cpn inhibitor
COc1ccccc1NC(=O)Cn1c(=O)n(CCc2c[nH]c3ccccc23)c(=O)c2cccnc21,2%,i,-2%,i,-9%,0.4%,2.5,0%,2%
Cc1ccccc1C1=N/C(=C/c2cccnc2)C(=O)O1,3%,i,1%,i,-22%,0.2%,1.7,-2%,-2%
O=C(/C=C/c1ccco1)NC1CCCC1,-7%,?,-5%,i,12%,?,-2.7,1%,-2%
COc1ccccc1/C=N/NC(=O)c1ccccc1NS(=O)(=O)c1ccc(C)cc1,6%,?,-1%,i,6%,0.3%,-3.3,?,-1%
CCn1nc(C(=O)OCC(=O)N(CCC#N)c2ccccc2)c2ccccc2c1=O,8%,?,0%,i,7%,-0.5%,0.5,1%,1%
O=C(c1cn(-c2ccccc2)nc1-c1cccnc1)N1CCN(S(=O)(=O)c2cccc(F)c2)CC1,-11%,i,9%,i,-22%,-0.8%,3.8,-9%,-4%
C=CCSc1nnc(Cc2cc(=O)[nH]c(=O)[nH]2)n1-c1cc(C)ccc1C,3%,?,-1%,i,12%,0.2%,-2.3,-7%,1%
CN(C)C(=O)CN1c2cccc3cccc(c23)S1(=O)=O,-16%,i,-1%,i,20%,-0.2%,-1.8,-10%,-2%
CS(=O)(=O)N1CCN(c2ccc(NC(=S)NC(=O)c3ccc4c(c3)OCO4)cc2)CC1,2%,i,-1%,i,?,2.2%,2.3,0%,-8%
COC(=O)c1ccc(/C=N/NC(=O)c2cccc(F)c2)cc1,-20%,i,-10%,i,?,-0.3%,0.8,14%,0%
O=C(Nc1ccccc1N1CCOCC1)C1CCN(S(=O)(=O)c2ccc(Cl)cc2)CC1,-18%,i,2%,i,14%,0.3%,0.7,-21%,1%
COc1cc(NC(=O)c2cc(C(C)C)on2)cc(OC)c1OC,-3%,i,0%,i,-8%,9.7%,0.4,0%,0%
CCn1nc(C)c(CN2CCN(Cc3ccsc3)C(CCO)C2)c1C (configuration not stated),-1%,i,-1%,i,-7%,-0.3%,-1.3,5%,4%
Cc1cc(C(=O)Nc2ccc(C)c(S(=O)(=O)N3CCOCC3)c2)c2ccccc2n1,-15%,i,0%,i,-13%,-0.2%,-0.9,-2%,0%
Cc1nc(N)sc1-c1csc(Nc2ncccn2)n1,2%,?,-3%,i,?,?,2.2,-3%,0%
